# Bioassay records as filed in PubChem BioAssay.
# PDI inh: PDI (human) enzyme inhibition | hit rate 0.052% among 350,000 | P07237 | inhibition, % at 10 µM | PDI insulin aggregation turbidity, A650, 90 min;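 active = mean inhibition across replicates of 30% or more, whatever share of single replicates reach that level; inconclusive = mean inhibition below 30% while every single replicate reaches 30%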;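 also: absorbance from insulin aggregation driven by PDI reduction with DTT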
# ABCB6 inh MLPCN: human ABCB6 transporter inhibition | Q9NP58 | K562-ABCB6 porphyrin accumulation, flow cytometry, 1 h; stronger effect = lower value | fluorescence ratio to DMSO, % at 10 µM | hit rate 0.19% among 360,000;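 active = fluorescence ratio to DMSO below 75%, the collection mean minus 3 SD; inconclusive = too few cells collected in the well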;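 also: signal is porphyrin accumulated inside mitochondria; 100% equals median channel fluorescence of DMSO control wells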
# Target sequence (Q9NP58 whole entry, looked up): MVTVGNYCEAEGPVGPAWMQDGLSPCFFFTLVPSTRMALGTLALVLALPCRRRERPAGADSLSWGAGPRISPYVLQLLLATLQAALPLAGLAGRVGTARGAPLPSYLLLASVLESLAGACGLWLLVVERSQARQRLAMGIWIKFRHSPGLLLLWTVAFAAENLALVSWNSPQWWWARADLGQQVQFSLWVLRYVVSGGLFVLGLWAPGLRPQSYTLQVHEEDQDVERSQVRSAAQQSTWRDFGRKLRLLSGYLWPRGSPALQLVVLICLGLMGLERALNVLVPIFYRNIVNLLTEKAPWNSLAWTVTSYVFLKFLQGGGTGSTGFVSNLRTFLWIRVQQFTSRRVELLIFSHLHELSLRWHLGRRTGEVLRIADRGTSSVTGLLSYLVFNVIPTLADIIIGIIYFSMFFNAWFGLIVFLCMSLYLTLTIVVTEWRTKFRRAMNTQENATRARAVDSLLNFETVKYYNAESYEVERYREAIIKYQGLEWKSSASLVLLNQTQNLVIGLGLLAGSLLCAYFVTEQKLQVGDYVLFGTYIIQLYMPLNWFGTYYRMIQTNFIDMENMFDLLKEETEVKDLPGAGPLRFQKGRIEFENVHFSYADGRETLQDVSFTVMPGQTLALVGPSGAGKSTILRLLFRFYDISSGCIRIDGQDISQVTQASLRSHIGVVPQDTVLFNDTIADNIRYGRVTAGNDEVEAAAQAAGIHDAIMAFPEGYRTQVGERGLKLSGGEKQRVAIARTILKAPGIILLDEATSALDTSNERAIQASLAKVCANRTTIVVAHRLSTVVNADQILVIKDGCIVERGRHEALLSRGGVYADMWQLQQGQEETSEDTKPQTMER
# aDG glyco act: alpha-DG glycosylation activation; Pro5-aDG cells, alpha-DG glycosylation AlphaScreen (IIH6); 0% Pro5, 100% B10-LARGE cell signal; activation, % at 10 µM; hit rate 0.22% among 360,000; AID 624168;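 active = activation of at least 8% versus controls, or a plate z-score of at least 8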;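 also: Pro5 are CHO cells carrying HIG-tagged alpha-DG that lacks glycosylation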
# H9c2 protect: modulators protecting cardiomyocytes from myocardial damage; H9c2 cardiomyocytes, H2O2 injury protection, ATPLite, 2 h; protection from H2O2 cell death, % at 20 µM; hit rate 0.63% among 360,000; AID 588492;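 active = compounds giving at least 50% protection of heart cells from peroxide-induced death in the single-dose screen, raw or plate-pattern-corrected value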;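 also: 0% = DMSO wells with peroxide and 100% = DMSO wells without peroxide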
# Vif imaging: HIV Vif inhibition; HEK293T cells, Vif self-association by quenched fluorescence, imaging, 24 h; inhibition, % at 7.49 µM; hit rate 0.35% among 340,000; AID 602346; in the data active = inhibition above about 50%, passing the limit was not always enough; inconclusive = no clear call, values can overlap the other calls; inactive = below about 31%; also: some results filed as inactive read as strong as hits
# MC4R antag cAMP: antagonists of human melanocortin 4 receptor (MC4R); AID 540295; inhibition, % at 6.5 µM; hit rate 0.48% among 360,000; MC4R-expressing cells, MTII-stimulated cAMP, LANCE TR-FRET;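 active = inhibition above its plate's cutoff, the mean of tested wells on that plate plus 3 SD, cut at about 29% in these data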;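 also: 0% = Melanotan II alone and 100% = Melanotan II plus saturating MCL0020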
#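 Assay system: U2OS-MC4R stable cell line; Also added: Melanotan II; Technique: Eu-cAMP/anti-cAMP TR-FRET, emission 671 nm; Times: 30-min compound, 1-h challenge, 1-h detection, room temperature.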
# MC4R ag barr: human MC4R agonism via beta-arrestin; P32245; U2OS MC4R beta-arrestin complementation, luminescence; percent of melanotan II response, DMSO zero; activation, % at 8.9 µM; hit rate 0.98% among 360,000;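 active = activation above a per-plate cutoff, the mean activation of sample wells on that plate plus 3 SD, cut at about 8% in these data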
# m5-HT2A agonist: activates the mouse 5-HT2A serotonin receptor. CHO-K1 mHTR2A beta-arrestin complementation, luminescence; percent of 30 µM serotonin response. activation, % at 7.6 µM. hit rate 0.66% among 360,000;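 active = activation above a run cutoff, the mean activation of all tested compounds plus 3 SD, cut at about 14% in these data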;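 also: 0% = plate median of compound wells and 100% = 30 µM serotonin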
# N-glyco inh: blocks N-linked glycosylation in D54 reporter cells; D54 ERlucT glycosylation luciferase reporter, 24 h; percent of 100 nM tunicamycin response; reporter increase, % at 12.5 µM; hit rate 0.23% among 360,000; AID 588692;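 active = mean luciferase reporter signal, scaled so untreated is 0 and the glycosylation-blocking control 100, at or above a set limit in every replicate; inconclusive = mean reaches the limit but not every replicate does; inactive = mean below the limit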;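 also: luciferase carries N-glycosylation sites so blocking glycosylation raises the light; 0% = median of neutral control wells and 100% = median of 100 nM tunicamycin wells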
# CaV13 FRET inh: Primary screen for inhibitors of IQ motif and Ca2+-dependent inactivation inhibitor domain binding in CACNA1D, Förster resonance energy transfer in living cells, … | HEK cells, CFP/YFP FRET ICDI-IQ, plate reader, 10 min; percent FRET-ratio fall versus neutral wells | inhibition, % at 12.3 µM | hit rate 0.098% among 340,000;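 active = mean replicate inhibition of at least 30% and at least 1% of replicates passing that level; inconclusive = only one of the two criteria is met; inactive = neither criterion is met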;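 also: 0% = median of the neutral control wells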
# Active calls of the source: *; ? = inconclusive; nt = no result given.
# Fields: PDI inh, ABCB6 inh MLPCN, aDG glyco act, H9c2 protect, Vif imaging, MC4R antag cAMP, MC4R ag barr, m5-HT2A agonist, N-glyco inh, CaV13 FRET inh
1) O=C(CSc1n[nH]c(=O)[nH]c1=O)N1CCCCCC1
  5.7, 99.0, -0.2, 0.1, 2.0, 0.9, -0.6, -1.2, -1.3, -6.6
2) CCOC(=O)N1CCN(c2ccc(Cl)cc2)CC1
  9.4, 92.0, 0.1, 6.5, 0.4, 2.8, 0.7, 4.0, 0.1, -17.8
3) O=C(C1CCCN(S(=O)(=O)c2ccc(F)cc2)C1)N1CCCC1 (stereo unspecified)
  1.2, 100.0, -0.2, 9.7, -7.4, 1.4, -1.0, 2.5, 1.9, nt
4) CCN(CC)c1ncnnc1-c1ccccc1
  2.8, 100.0, -0.1, 0.7, 5.5, 17.8, 0.5, -1.2, 0.9, -18.0
5) CC(C)CC(=O)NC(=S)Nc1nc(-c2ccccc2)cs1
  0.2, 98.0, 0.1, -2.6, 1.8, 18.2, -0.5, -2.3, 4.0, -18.6
6) COc1ccc(Br)cc1CN(C)C(=O)Cc1ccc(S(=O)(=O)N2CCOCC2)s1
  -1.1, 100.0, 0.1, 2.0, -13.3, -3.3, -2.6, -1.6, -1.1, -5.3
7) CCOc1ccc(C2C(C#N)=C(N)Oc3cc(O)ccc32)cc1OCC (stereo unspecified)
  10.7, 96.0, -0.1, 5.7, -7.8, -19.5, -0.9, 0.5, 0.9, 57.7*
8) COc1ccccc1-c1ccc(/C=C2/C=C(CC(C)C)OC2=O)o1
  1.2, 102.0, -0.2, -8.0, 4.3, 2.4, -2.3, 2.7, 6.6, -5.3
9) C/C=C/C(=O)OCC(=O)Nc1cccc(S(=O)(=O)NC2=NCCCCC2)c1
  3.6, 100.0, 0.0, -0.7, -3.0, 16.9, -1.1, 2.1, -1.3, 1.4
10) Cc1cccc(NC(=O)CCCN2C(=O)c3ccccc3C2=O)n1
  -1.8, 98.0, 0.1, 3.2, 0.8, -0.6, -0.1, 0.7, 1.6, -7.7
11) Cc1nnc(N(C)C(=O)Cc2ccc3c(c2)OCO3)s1
  -5.1, 80.0, -0.1, 5.3, nt, -2.6, -2.8, -0.6, 1.2, nt
12) CCC(C)NC(=O)Cc1ccc(-c2ccccc2)cc1 (stereo unspecified)
  4.5, 105.0, 0.5, -1.9, 1.6, 7.2, -0.1, 1.1, -1.4, -5.6
13) CCN(CC(=O)NCc1ccc(F)cc1)C(=O)/C=C/c1cc(OC)ccc1OC
  -8.9, 95.0, 0.2, 3.4, 22.2, -1.8, -1.1, 3.8, 1.0, -7.2
14) O=C1C(Nc2cccc(O)c2)=C(N2CCCCC2)C(=O)c2ccccc21
  -6.7, 100.0, 4.2, -20.1, -4.4, -5.6, -0.8, -1.1, 7.2, -6.0
15) N#Cc1ccc(CSc2nc(N)cc(N)n2)cc1
  -4.9, 105.0, -0.1, -2.9, 4.9, 7.1, -1.6, -5.9, 1.5, -5.9
16) CCOC(=O)c1c(CN(CC)CC)oc2ccc(OC)cc12
  5.8, 88.0, 0.1, -2.2, -8.3, -3.2, 1.2, 3.0, -0.1, -4.3
17) COc1ccc(-c2ncccc2O)cc1
  -6.2, 106.0, -0.3, 1.9, 8.1, 2.6, -1.4, -0.3, 0.9, nt
18) Cc1c(C(=O)NN2CCN(C)CC2)cccc1[N+](=O)[O-]
  -5.3, 97.0, 0.1, -1.4, ?, 9.6, -0.5, -0.6, -0.8, -5.3
19) CC(C)c1nnc(NC(=O)CCC(=O)N2CCC(Cc3ccccc3)CC2)s1
  8.5, 97.0, 0.1, -2.0, -3.5, 1.2, -0.5, -4.0, 1.2, -2.5
20) CC(C)(C)[C@@H]1C=C(C(=O)N2CCN(Cc3ccc4c(c3)OCO4)CC2)O[C@H](OCc2ccc(CO)cc2)C1
  14.2, 86.0, -0.1, -15.0, nt, 15.9, 3.6, -3.7, -1.6, -8.8
21) Nc1cc(Cl)ccc1N1CCOCC1
  -0.4, 93.0, -0.4, 18.3, 4.7, 8.3, 0.5, 1.6, 3.3, 1.9
22) COc1ccccc1C(=O)COC(=O)c1ccc(Cl)nc1
  -1.5, 96.0, 0.1, 4.2, -0.7, 2.7, -0.1, 1.1, 1.5, -2.8
23) Cc1c(Cl)cccc1NC(=O)CCNC(=O)N1CC(=O)Nc2ccccc21
  -6.8, 98.0, -0.1, 4.0, -2.8, 8.2, -2.3, -5.7, 11.7, -3.3
24) O=C(CN1C(=O)NC2(CCCC2)C1=O)Nc1cc(Cl)ccc1N1CCOCC1
  -3.2, 98.0, -0.1, -3.0, -2.8, -1.6, -0.8, 3.7, 0.5, -6.7
25) CS(=O)(=O)N1CCN(c2c(Cl)cccc2[N+](=O)[O-])CC1
  -3.4, 97.0, -0.3, 3.1, 0.8, 2.1, -0.5, -1.9, 0.8, -8.1
26) CCC(C)c1ccc(NC(=O)C2CCN(c3ncccn3)CC2)cc1 (stereo unspecified)
  2.2, 99.0, 0.9, -8.8, -8.6, 10.2, 1.6, -1.8, -1.2, -3.0
27) COC(=O)Cn1c(CN2CCOCC2)nc2c1c(=O)[nH]c(=O)n2C
  2.7, 96.0, -0.2, 22.9, 5.6, 12.7, -0.4, -0.2, -0.1, -6.3
28) CCc1nc(-c2ccccc2)c2ccccn12
  21.8, 91.0, -0.1, -2.0, 2.5, -5.7, -2.0, 0.4, 2.8, -5.3
29) COc1ccccc1NS(=O)(=O)c1ccc(C(=O)N2CCN(c3ccccn3)CC2)cc1
  -5.3, 99.0, 0.6, -10.0, 11.5, 2.5, 0.7, -1.8, -2.3, -1.8
30) CCCCNC(=O)COC(=O)CCC(=O)c1cccs1
  -1.0, 99.0, 0.0, 0.2, 1.9, 11.9, -0.8, 4.2, 5.0, -0.4
31) COc1cccc(/C=c2\s/c(=C/C(=O)c3ccc(C)cc3)[nH]c2=O)c1OC
  -0.3, 100.0, -0.3, 13.4, 11.0, -2.6, -1.8, 0.5, 2.9, -5.7
32) O=C(CCC(=O)c1cccs1)NCC(c1ccc(F)cc1)N1CCOCC1 (stereo unspecified)
  3.3, 99.0, 0.1, -5.0, 7.3, -0.8, -0.5, -1.2, -2.1, -5.1
33) CCN(C(=O)CSc1nc2ccc(Cl)cc2[nH]1)C1CCS(=O)(=O)C1 (stereo unspecified)
  10.1, 102.0, -0.1, 3.0, -4.9, 8.1, -0.2, 5.8, -0.5, -4.8
34) COc1ccc(CNC(=O)COC(=O)c2cc(C)nc3ccccc23)cc1
  -5.3, 102.0, 0.0, -4.6, 9.6, -4.5, -0.5, -3.8, 0.4, -5.8
35) CCCC(C)C(=O)Nc1ccc(S(N)(=O)=O)cc1 (stereo unspecified)
  2.5, 108.0, 0.5, -0.7, 2.7, -0.4, 0.1, -1.6, -0.6, -3.4
36) CCOC(=O)C1=C(C)NC(=O)CC1c1cc2c(cc1Br)OCO2 (stereo unspecified)
  0.9, 97.0, 0.2, 3.1, 0.6, 6.4, -0.1, -1.9, -0.5, -7.6
37) COC(=O)c1cccc(NC(=O)Cn2cnc3c2c(=O)n(C)c(=O)n3C)c1
  -0.2, 100.0, -0.2, 15.4, nt, 3.7, -2.6, 1.5, -0.6, -3.1
38) O=C(CN1c2cccc3cccc(c23)S1(=O)=O)N1CCCCC1
  4.6, 94.0, -0.2, -2.7, 2.7, 1.3, -0.1, -0.8, 2.4, -5.0
39) CCOC(=O)[C@H]1[C@H]2COc3ccc(Br)cc3[C@@H]2N2C(=O)N(c3ccccc3)C(=O)[C@@]12C
  -2.2, 99.0, -0.1, -7.6, 9.5, -0.3, -2.0, 0.2, -1.9, -4.5
40) c1ccc2nc3c(nc2c1)[nH]c1ccccc13
  -12.5, 86.0, -0.3, -20.2, nt, 3.6, 0.4, -2.2, nt, nt
41) Cc1c(C(=O)C(=O)NCC2CCCO2)c2ccccc2n1C (stereo unspecified)
  -0.5, 95.0, 0.1, 8.0, -2.3, 8.4, 0.7, 1.3, 4.6, -4.0
42) O=C(C1CC1)N(CCN(C(=O)C1CC1)c1ccccc1)c1ccccc1
  2.9, 95.0, 0.3, -2.6, -11.7, -3.7, -0.5, -4.6, -1.4, nt
43) Cc1ccc(Oc2ncc(CN3CC(C)OC(C)C3)s2)cc1 (stereo unspecified)
  2.3, 91.0, 0.0, -2.1, -1.3, 1.2, -0.7, -2.5, -0.8, -3.1
44) COc1ccc(-n2c(C)cc(-c3cn4cccc(C)c4n3)c2C)cc1
  1.6, 106.0, -0.2, 7.3, 3.2, -9.2, 0.8, -2.8, -1.1, -1.4
45) Cc1ccc(C(CC(=O)c2ccc(Cl)cc2)C(=O)O)cc1 (stereo unspecified)
  28.8, 103.0, -0.2, -0.1, 9.0, -0.8, -0.9, 12.4, 0.6, 3.0
46) CN1C[C@@H]2C(c3ccc(Cl)nc3)C3(c4ccccc4)CC2(C3)[C@H]1c1ccccc1 (stereo partly specified)
  -0.6, 93.0, 0.2, -0.7, 0.6, 2.7, -1.2, -2.6, -6.3, -6.5
47) c1ccc2c(c1)nc1n2CN(Cc2ccc3c(c2)OCO3)CN1
  0.2, 107.0, 0.0, 5.8, 2.3, -1.4, -0.5, 0.2, 3.4, -5.1
48) C=C(C)CSc1nc2ccccc2[nH]1
  -3.6, 91.0, -0.1, -6.8, 1.3, 3.8, -1.6, 0.5, 2.0, -2.2
49) CC1=C(C(=O)Nc2ccccc2F)C(c2ccsc2)C2=C(CC(c3ccccc3)CC2=O)N1 (stereo unspecified)
  -1.1, 102.0, 0.3, 8.8, -12.5, 6.5, 0.7, 2.6, -3.5, -0.2
50) CCCCC(O)(CCCC)C(=O)NN(C(=O)CCl)c1ccccc1
  -1.7, 98.0, 0.8, 12.8, 1.8, 1.5, -0.3, 3.6, 0.7, nt
51) O=C(Oc1ccccc1)N(c1ccccc1)c1ccccc1
  0.5, 98.0, 0.1, -2.4, -1.4, 14.6, 4.4, -4.0, -3.0, -19.2
52) O=C(CS(=O)CC(=O)Nc1ccccc1-c1ccccc1)Nc1ccc(F)cc1 (stereo unspecified)
  6.7, 101.0, 0.0, 8.1, -0.8, 1.4, -0.9, 1.9, 2.0, -4.8
53) COc1ccccc1CN1C[C@@H]2C[C@@H](C3=Cc4cccc(OC)c4OC3)N3CCC[C@@]23C1=O
  -0.2, 104.0, 0.3, 1.9, 4.6, 32.7*, -0.2, 5.6, 2.8, -8.2
54) COc1ccc(CC(=O)NC(C)c2nnc(SCC(=O)Nc3ccccc3F)n2C)cc1 (stereo unspecified)
  -3.9, 95.0, -0.1, 1.2, -1.6, -2.6, -2.5, 2.0, -0.3, -3.1
55) O=C(CSc1nnc(-c2ccccn2)n1-c1ccccc1)Nc1ccc2c(c1)OCO2
  5.9, 118.0, 0.3, 0.4, 3.1, 2.3, -1.7, -2.3, -2.7, -4.8
56) CCOC(=O)c1[nH]c2ccccc2c1NC(=O)c1ccc(Br)o1
  -0.5, 96.0, 0.2, -6.3, -7.8, -5.7, 2.6, 2.2, 4.9, -8.5
